Bioassay records (PubChem)
MEP2 TOR yeast – modulators of MEP2-GFP levels in yeast, primary screen, S. cerevisiae, multiplex flow cytometry, MLPCN library; S. cerevisiae MEP2-GFP strain, 3 h; 100% = DMSO control level; GFP response vs DMSO, % at 10 µM; actives 0.51% (n = 330,000);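 active = GFP response versus DMSO above a set limit, roughly screen mean plus 3 SD, cut at about 180% in these data; inconclusive = fewer than 70 cells counted for a yeast strain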;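 also: median GFP fluorescence of the barcode-gated MEP2-GFP cells per well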
procasp7 counter – procaspase-7 activators, primary screen, counter-screen for procaspase-3 activator project, biochemical, absorbance, HTS, human; Caspase-7 (Homo sapiens), P55210; recombinant procaspase-7, Ac-DEVD-pNA absorbance 405 nm; D23A/D198A/D206A triple mutant, cannot self-cleave; scale: DMSO 0, 5 µM enzyme 100; activation, % at 8.5 µM; actives 0.093% (n = 330,000);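 active = percent activation above the screen-wide mean plus 3 SD, cut at about 25% in these data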
Target sequence (P55210 whole entry D23A/D198A/D206A): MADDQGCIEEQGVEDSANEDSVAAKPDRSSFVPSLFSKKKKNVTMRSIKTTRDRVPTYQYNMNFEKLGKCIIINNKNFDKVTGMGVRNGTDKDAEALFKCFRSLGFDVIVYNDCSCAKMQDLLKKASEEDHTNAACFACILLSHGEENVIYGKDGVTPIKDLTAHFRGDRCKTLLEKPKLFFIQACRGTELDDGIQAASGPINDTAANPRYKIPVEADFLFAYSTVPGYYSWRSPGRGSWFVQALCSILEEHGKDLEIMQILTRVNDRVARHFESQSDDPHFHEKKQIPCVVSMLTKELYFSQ
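Assay system: Uncleavable procaspase-7 mutant enzyme; Input: 2 µM procaspase-7 mutant as dispensed; Also added: DEVD-pNA substrate; Medium: Zinc-free HEPES pH 7.4 with 300 mM NaCl, 0.01% Triton X-100; Timing: 1 h compound preincubation, 2 h substrate cleavage, 25 °C; Measured by: Epi-absorbance of released pNA at 405 nm, two timepoints.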
procasp3 activ – activators of human procaspase-3 D3A mutant, primary screen, biochemical, absorbance, PC-3 D3A mutant, single concentration; Caspase-3 (Homo sapiens), P42574; activation, % at 8.5 µM; recombinant procaspase-3 D3A, Ac-DEVD-pNA absorbance 405 nm; actives 0.11% (n = 330,000);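 active = activation above the mean of all tested compounds plus 3 SD, cut at about 21% in these data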;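 also: 0% = DMSO alone and 100% = DMSO wells spiked with extra 5 µM PC-3 D3A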
Target sequence (P42574 whole entry D9A/D28A/D175A): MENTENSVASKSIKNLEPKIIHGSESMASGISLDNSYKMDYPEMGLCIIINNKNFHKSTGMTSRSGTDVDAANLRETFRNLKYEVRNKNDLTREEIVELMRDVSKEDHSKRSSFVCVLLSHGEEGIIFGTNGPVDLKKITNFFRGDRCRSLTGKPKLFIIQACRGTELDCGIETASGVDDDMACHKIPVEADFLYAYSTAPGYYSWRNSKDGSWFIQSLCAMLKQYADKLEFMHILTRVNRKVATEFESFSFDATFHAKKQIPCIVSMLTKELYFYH
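material = Procaspase-3 D3A mutant | probe or stimulus = Ac-DEVD-pNA | compound = single dose, 8.5 µM nominal compound, 0.8% DMSO | timing = 1 h preincubation, 2 h reaction | measured by = 405 nm absorbance of p-nitroaniline, reads at 0 and 120 min | benchmarks = DMSO-only low control, 5 µM PC-3 D3A high control | repeats = singlicate, each compound tested once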
CR mimetic SO – reduction of superoxide in aged yeast, primary screen, HTS; S. cerevisiae aged cells, superoxide DHE fluorescence; hits give low values; superoxide response (% of plate mean), % at 10 µM; actives 0.18% (n = 330,000); AID 2690, 2010;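 active = superoxide response under a set limit, about three screen SD below normal, cut at about 65% in these data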;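 also: yeast aged for seven days with compound at 30 °C before DHE staining; 100% = average MFI of all compound-treated wells on the plate with controls excluded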
LAP4 TOR yeast – modulators of LAP4-GFP expression in yeast, primary screen, S. cerevisiae, multiplex flow cytometry, MLPCN library. actives 0.34% (n = 320,000). 3 h; median GFP as percent of DMSO wells. GFP response vs DMSO, % at 10 µM;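 active = GFP response vs DMSO above a set limit, about the screen mean plus 3 SD, cut at about 150% in these data; inconclusive = under 70 cell events counted for the yeast strain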
JMJD2C inh – inhibitors of GASC-1 histone demethylase, primary screen, biochemical, fluorescence, DELFIA europium; actives 0.069% (n = 330,000); inhibition, % at 2.35 µM; Lysine-specific demethylase 4C (Homo sapiens), Q9H3R0; GST-JMJD2C(1-420) H3K9me3 demethylation; AID 2099, 2009;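 active = more than half of a compound's replicate wells show inhibition beyond 50%, single wells judged on their own value; inconclusive = some, but no more than half, of replicates pass 50% inhibition; inactive = no replicate passes 50% inhibition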;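 also: signal counts dimethyl H3K9 product captured on neutravidin plate; 0% = median of DMSO wells and 100% = 0.3 times that DMSO median; strong numbers were not always called active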
Target sequence (Q9H3R0 1-420 limits assumed): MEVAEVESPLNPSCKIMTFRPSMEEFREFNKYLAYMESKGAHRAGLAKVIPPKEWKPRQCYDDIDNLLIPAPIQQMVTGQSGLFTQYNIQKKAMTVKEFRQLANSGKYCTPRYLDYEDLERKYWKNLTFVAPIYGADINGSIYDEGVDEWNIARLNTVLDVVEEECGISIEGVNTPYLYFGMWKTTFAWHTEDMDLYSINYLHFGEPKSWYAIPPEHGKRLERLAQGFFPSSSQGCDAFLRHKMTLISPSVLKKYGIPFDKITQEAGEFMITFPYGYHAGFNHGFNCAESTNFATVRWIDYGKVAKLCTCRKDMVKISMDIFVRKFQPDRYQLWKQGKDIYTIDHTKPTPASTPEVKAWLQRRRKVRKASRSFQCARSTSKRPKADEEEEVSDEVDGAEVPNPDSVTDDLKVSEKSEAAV
RPL19A TOR yeast – RPL19A-GFP expression modulators in yeast, primary screen, cell-based, S. cerevisiae, multiplex flow cytometry, MLPCN. S. cerevisiae RPL19A-GFP strain, 3 h; hits give low values. actives 0.3% (n = 330,000). percent response vs DMSO, % at 10 µM;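 active = percent response vs DMSO below 50%; inconclusive = fewer than 70 events counted for the yeast strain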;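 also: median channel GFP fluorescence of the barcoded RPL19A-GFP strain; ratio of sample median GFP to plate DMSO average so 100% = DMSO; lower means less RPL19A-GFP as with rapamycin TOR inhibition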
AHR act – AHR activators, primary screen, cell-based, luminescence, luciferase reporter, human; actives 2.5% (n = 320,000); activation, % at 5 µM; AHR-responsive luciferase reporter cells; in the data active = activation above about 47%;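 also: 0% = vehicle wells and 100% = reference agonist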
* hit, by the source's call; i = inactive; ? = inconclusive; nt = no result given; [ ] = another dose, or the depositor's remark.

Fields – JMJD2C inh	RPL19A TOR yeast	AHR act	procasp3 activ	CR mimetic SO	LAP4 TOR yeast	procasp7 counter	MEP2 TOR yeast
COc1ccc(OCC(=O)NNC(=O)c2ccc(-c3ccccc3)cc2)cc1
→ -17	96	6	-10	111	102	2	98
CC(C)C[C@@]12C(=O)N(c3cccc(Cl)c3)C(=O)N1[C@H](c1ccc(F)cc1)[C@@H]1C(=O)N(C3CCCCC3)C(=O)[C@@H]12
→ 2	97	0	4	98	129	5	92
COc1ccc2c(c1)C(=O)CC(c1ccc3c(c1)OCCO3)O2 (centres undefined)
→ 25	99	12	0	108	99	10	89
Cc1ccc(S(=O)(=O)N2[C@@H](c3ccccc3F)C(C(=O)O)=CC[C@H]2c2cccc(Cl)c2)cc1
→ 10	97	1	5	89	130	-7	84
CNC(=O)NC(=O)CSc1ncc(C(F)(F)F)cc1Cl
→ 5	103	31	0	110	92	-6	107
O=C(Nc1ccc(F)c(Cl)c1)C1CCCN(c2cnccn2)C1 (centres undefined)
→ -2	96	73*	2	97	100	2	101
O=C(NCCCN1CCOCC1)c1ccc(CSCc2cccc(Cl)c2)o1
→ 21	98	5	-6	83	106	-4	99
O=c1c2cc(Cl)cc(Cl)c2nc2n1CCC2
→ 14	113	3	4	113	99	0	101
COc1ccc(NC(=O)CNC(=O)Cn2c(C)cc3ccccc3c2=O)c(OC)c1
→ 12	104	-2	-6	119	105	15	101
CCCCC(=O)N/N=C/c1cc([N+](=O)[O-])ccc1N1CCOCC1
→ 2	113	14	-9	92	97	8	111
Cc1cc(NS(=O)(=O)c2c(C)c(C)cc(C)c2C)no1
→ -18	107	3	10	91	82	1	113
CCOC(=O)N1CCC(NC(=O)CCS(=O)(=O)c2ccc3c(c2)CCN3C(=O)CC)CC1
→ 21	102	1	0	96	98	1	97
COc1ccccc1CN1CCNC(=O)C1CC(=O)NCCc1cnccn1 (centres undefined)
→ 7	95	0	2	91	97	7	95
COc1ccc(-n2nc3c(N4CCC(C(=O)NCCc5ccccc5C)CC4)nnc(C)c3c2C)cc1
→ 5	97	1	3	135	99	-1	98
CCC1C(=O)NCCN1C(=O)c1cccc(OC2CCN(S(=O)(=O)N(C)C)CC2)c1 (centres undefined)
→ 2	102	1	-5	75	98	-6	98
O=C(COc1cccc2cccnc12)N/N=C/c1cccn1-c1ccc(F)cc1
→ 25	102	27	9	100	112	4	99
CCOC(=O)C1=C(CSc2n[nH]c(N)n2)NC(=O)NC1C (centres undefined)
→ 5	98	-3	3	91	107	11	101
Cc1noc(C)c1S(=O)(=O)N1CCCC(C(=O)N2CCN(C3CCCCC3)CC2)C1 (centres undefined)
→ 5	106	2	9	98	108	-2	123
CCNS(=O)(=O)c1ccc(CCC(=O)N2CCN(C(=O)OCC)CC2)cc1
→ 0	110	-1	15	108	100	-2	110
Cc1ccc(-c2[nH]ncc2/C=N/n2c(C)nc3ccccc3c2=O)cc1
→ 5	107	61*	6	98	116	3	103

The list goes on.
Fields – JMJD2C inh	RPL19A TOR yeast	AHR act	procasp3 activ	CR mimetic SO	LAP4 TOR yeast	procasp7 counter	MEP2 TOR yeast
COc1ccc(-c2[nH]c(-c3ccc(F)cc3)nc2SCC(=O)NC2CCCC2)cc1
→ -15	96	38	-13	123	99	2	97
CCN(CC)C(=O)CSc1nnc(-c2ccccn2)n1-c1ccc(C)c(C)c1
→ 13	99	0	-3	91	97	4	103
COc1ccc2[nH]c(=O)c(C(c3nnnn3CC3CCCO3)N3CCCCC3)cc2c1 (centres undefined)
→ 10	102	3	3	124	103	8	94
O=C(CSC(=S)N1CCCC1)Nc1cc2c(cc1Br)OCCO2
→ 9	106	1	1	104	81	1	87
CC(C)COC(=O)c1ccccc1OC(=O)c1ccncc1
→ -12	101	-3	-2	99	109	-1	102
NC(Cc1c[nH]c2ccccc12)C(=O)NCc1ccco1 (centres undefined)
→ -23	93	3	-1	98	103	1	101
CS(=O)(=O)N(CC(=O)N1CCOCC1)c1cccc([N+](=O)[O-])c1
→ -18	99	1	2	100	100	0	99
O=C(Nc1ccc(Cl)c(Cl)c1)Nc1nnc(-c2ccncc2)s1
→ 10	95	1	-15	100	92	-6	93
O=C(NCCCCNC(=O)c1ccco1)c1ccco1
→ 4	100	-2	3	98	102	-7	103
O=C(Cc1cccs1)N/N=C/C=C/c1ccccc1
→ 2	99	12	10	84	88	12	88
CC(=O)Nc1ccc(NC(=O)C(C)OC(=O)c2oc3ccccc3c2C)cc1 (centres undefined)
→ -22	104	5	-6	105	110	-2	105
NNC(=S)NCCc1ccccc1
→ -24	96	7	1	111	106	6	109
COC(=O)c1cc(NC(=O)c2cc(C(C)(C)C)nn2Cc2ccc(F)cc2)ccc1N1CCOCC1
→ -1	100	-1	-7	105	109	10	95
O=C1CSC(=S)N1Cc1cccnc1
→ 0	86	0	-11	99	89	-15	98
O=C(NCCS(=O)(=O)N1CCN(c2ccccc2F)CC1)C1CC(=O)N(c2ccccc2)C1 (centres undefined)
→ -10	99	1	4	125	101	-12	93
COc1ccc(C(=O)NCc2c(CC(C)C)oc(C)c2C(=O)O)cc1
→ 16	91	4	-8	122	78	7	85
COCc1c(C(=O)N/N=C/c2c[nH]c3ccccc23)nnn1-c1nonc1N
→ -34	103	15	-12	100	97	2	103
CCOc1ccc(CCNC(=O)CCn2nc(C)c3c(C)n(-c4ccccc4)nc3c2=O)cc1
→ -1	96	2	4	i	95	4	93
Cc1c(CCOC(=O)c2ccccc2)sc[n+]1Cc1ccccc1
→ -14	93	1	-5	111	92	-10	97
COc1ccccc1CNC(=O)c1nccnc1CO
→ 0	109	nt	nt	102	111	nt	119

Further compounds follow:
Fields – JMJD2C inh	RPL19A TOR yeast	AHR act	procasp3 activ	CR mimetic SO	LAP4 TOR yeast	procasp7 counter	MEP2 TOR yeast
CCOc1cc(-c2c(C#N)c(=O)[nH]c3c2c(C)nn3-c2ccc(F)cc2)ccc1O
→ -14	107	12	13	107	103	3	102
CCOc1ccc(-c2nnc(N(CC)C(=O)C3CCC3)s2)cc1
→ 2	98	4	2	100	108	-14	102
CC(O)Cc1cn(CC(=O)N2CCNCC2)nn1 (centres undefined)
→ 103	99	0	4	92	99	-3	105
COc1cc(NC(=O)C2CSC3(C)CCC(=O)N23)c(OC)cc1Cl (centres undefined)
→ ?	96	1	16	104	101	-4	98
Cc1ccc2nc(SCC(=O)Nc3ccc(Br)cc3)nc(=O)n2c1
→ -6	97	5	3	97	106	0	100
CN(/N=C/c1ccc(Cl)cc1Cl)c1ncc(Cl)cc1C(F)(F)F
→ 0	95	-1	1	92	101	-7	97
COc1cccc(C(=O)NC(=S)Nc2ccc(N3CCCC3)cc2)c1
→ -5	94	18	-14	90	96	-15	89
O=C1c2ccccc2C(=O)N1CSc1nnc2c3ccccc3n(CCc3ccccc3)c2n1
→ 0	99	-7	0	95	98	5	102
Cn1nc(C(F)(F)F)c(C(=O)Nc2ccc(Cl)cc2)c1Cl
→ -7	23*[may fluoresce violet]	-4	0	96	72[may fluoresce violet]	11	353*[may fluoresce violet]
COC(=O)c1cc2c(s1)CS(=O)C2 (centres undefined)
→ -5	91	3	4	94	101	-11	105
O=C(Nc1ccccc1F)C1CCN(C(=O)Cc2ccccc2)CC1
→ 2	97	0	8	86	103	8	103
Cc1cccc2cncc(OCc3nnc(SC(F)F)n3C)c12
→ 9	92	2	-1	88	103	0	101
Cc1nn(-c2ccccc2)c(Cl)c1/C=N/Nc1nc2ccccc2n1C
→ -10	99	-7	-4	86	93	-2	90
O=C(Nc1cccc(NC(=O)c2ccc(F)cc2)c1)c1ccc(F)cc1
→ 10	105	16	9	106	87	2	105
Fc1ccc(CN2CCCCCCC2)cc1F
→ 20	100	0	9	87	98	6	102
COc1ccccc1/C=C/C(=O)OCC(=O)Nc1c(F)cccc1F
→ -24	100	1	3	100	101	2	112
Cc1ccc(S(=O)(=O)N2CCCCC2)cc1NC(=O)c1c(-c2ccccc2)noc1C
→ 4	101	0	5	90	100	16	102
Cc1c(O)c(=O)ccn1Cc1ccccc1
→ 3	nt	3	-3	nt	nt	-2	nt
COC(=O)[C@@]12CCCN1[C@H](c1ccc(-c3cccc(Cl)c3)c(OC)c1)[C@H]1C(=O)N(C)C(=O)[C@H]12
→ 0	100	4	-2	98	94	4	104
O=C(Oc1ccccc1N1C(=O)C2CC=CCC2C1=O)c1ccc(Br)cc1 (centres undefined)
→ 6	96	27	0	106	76	7	93

(continued)
Fields – JMJD2C inh	RPL19A TOR yeast	AHR act	procasp3 activ	CR mimetic SO	LAP4 TOR yeast	procasp7 counter	MEP2 TOR yeast
CCOc1ccccc1CNC(=O)CCCn1ncn2c(cc3occc32)c1=O
→ -4	106	4	-6	126	90	-1	99
CC(=O)N(c1ccccc1)C1CC(C)N(C(=O)c2ccccc2)c2ccccc21 (centres undefined)
→ 1	103	0	-8	101	89	-6	106
CC(NC(=O)CN(C)CC(=O)Nc1ccc(Cl)cc1)c1ccc(F)cc1 (centres undefined)
→ -9	106	0	-8	130	108	1	108
O=C(NCCc1cn2ccsc2n1)c1cccs1
→ -8	104	6	14	96	101	-5	103
CSCC[C@H](NC(=O)c1cccs1)c1nnc2ccccn12
→ -6	94	0	-4	97	89	1	91
CSc1ccccc1NC(=S)Nc1ccccc1C(F)(F)F
→ -8	99	-2	-2	102	99	-3	98
CCC(C)[C@H](NC(=O)c1cc2cc(Cl)ccc2n1C)C(=O)N1CCC[C@H]1C(=O)O (some centres undefined)
→ nt	94	11	0	86	95	1	105
C#CCSc1nnc(-c2c[nH]c3ccccc23)n1C
→ -16	89	49*	5	119	98	9	91
CC(C)C(=O)Nc1ccc(O)c(-c2csc(N)n2)c1
→ 3	96	10	-7	105	100	-8	101
NC(=O)C1CCN(c2nc(-c3ccc4ccccc4c3)cs2)CC1
→ -13	95	6	-7	108	93	2	87
C=C(C)C(=O)NC1=NN(c2ccccc2)C(=O)C1
→ 7	99	8	6	98	92	0	96
COc1cccc(C(=O)SC2=NCCS2)c1
→ 2	90	2	-2	95	117	-5	93
O=C(O)COc1c(-c2ccco2)oc2ccccc2c1=O
→ -5	96	0	1	101	100	0	97
O=C(Nc1ccccc1F)C(=Cc1sc(N2CCOCC2)nc1-c1ccccc1)C(=O)Nc1ccccc1F
→ 11	103	-2	-10	97	88	-5	102
Cc1ccccc1N=C1NC(=O)C(CO)(CO)S1
→ 14	106	nt	nt	92	100	nt	107
CN(C)/C(CN1CCCCC1)=C1\N=C(c2ccccc2)OC1=O
→ 92	99	2	4	105	105	2	104
CCOc1ccc(C2NC(=O)NC(C)=C2[N+](=O)[O-])cc1OC (centres undefined)
→ 4	95	-1	-17	106	101	-8	118
Cc1ccnc(NS(=O)(=O)c2ccc(NC(=O)C3CCCO3)cc2)n1 (centres undefined)
→ -19	93	16	0	111	94	8	101
Cc1ccc2[nH]c(-c3ccccc3)c(CN(C)C)c(=O)c2c1
→ -16	105	12	0	123	110	-5	103
